# aSyn yeast inh = rescues yeast growth from alpha-synuclein toxicity; Yeast expressing alpha-synuclein, growth rescue, BacTiter-Glo, 24 h; Potency, µM (top dose mostly 46.1 µM), inactives show top-dose growth rescue (activation), most hits filed as activators; actives 0.14% (n = 370,000); note: potency is the fitted concentration of half-maximal effect; % of control where 0% means no effect; nearly all actives have a fitted effect of over 65% in size
#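 Rescue of yeast growth: cells expressing toxic alpha-synuclein, induced in galactose at OD600 0.02, incubated with compound 24 h at 30 C. ATP luminescence quantified growth; inhibitors of toxicity appear as activators.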
# TDP-43 yeast inh = TDP-43 toxicity inhibition in yeast; TDP-43 expressing yeast growth rescue, BacTiter-Glo, 24 h; Potency, µM (top dose mostly 46.1 µM), inactives show at the top dose growth rescue (activation), most hits filed as activators; actives 1.8% (n = 410,000); AID 652104; note: potency is the fitted concentration of half-maximal effect; % of control where 0% means no effect; nearly all actives have a fitted effect of over 50% in size
#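 Growth rescue of TDP-43-toxic yeast measured as ATP luminescence (BacTiter-Glo). Cells grown to mid-log in raffinose, induced in galactose at OD600=0.02, exposed to compound 24 hr at 30 deg C.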
# GLP1R ag = activates the human GLP-1 receptor | P43220 | HEK293 GLP-1R CRE-luciferase, luminescence, 4-6 h; cells express a hypersensitive GLP-1R form | Potency, µM (highest dose often 45.6 µM), for the others: top-dose activation, most hits filed as activators | actives 0.007% (n = 380,000) | AID 624172; note: potency is the fitted concentration of half-maximal effect; % of control where 0% means no effect
# GLP1R inv ag = GLP-1 receptor (human) inverse agonism; P43220; HEK293 GLP-1R CRE-luciferase, luminescence, 24 h; GLP-1R form is constitutively active; Potency, µM (highest dose often 38.3 µM), without a hit: top-dose activity change, negative = inhibition, actives largely listed as inhibitors; actives 1.6% (n = 410,000); AID 624417; note: potency is the fitted concentration of half-maximal effect; % is set by controls: 0 for no effect and ±100 for the full control effect; nearly all actives have a fitted effect of over 55% in size
#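 Assay principle: reduced luminescence from a cAMP-responsive reporter in HEK293 cells co-expressing a constitutively active GLP-1R. Conditions: 24 hr compound incubation, 37 deg C, 5% CO2.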
# KB-V1 cytotox = kills drug-selected multidrug resistant KB-V1 cells. KB-V1 MDR cells viability, CellTiter-Glo, 72 h. Potency, µM (top dose mostly 46.1 µM), inactives show top-dose activity change, negative = cytotoxicity, most hits filed as cytotoxic. actives 3.4% (n = 400,000); note: potency is the fitted concentration of half-maximal effect; % is set by controls: 0 for no effect and ±100 for the full control effect; nearly all actives have a fitted effect of over 60% in size
#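 Drug-selected KB-V1 cells, grown in DMEM lacking phenol red with 10% FBS, receive compound titrations; after three days at 37 degrees C, surviving cell ATP is quantified by CellTiter-Glo luminescence and responses normalized and curve-fitted.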
# PTHR1 agonist = agonists of human PTHR1 parathyroid hormone receptor | Q03431 | actives 0.075% (n = 410,000) | HEK293 GP2 PTHR1 cells, GloSensor cAMP luminescence, 1 h | Potency, µM (titrated, usually from 115 µM), for the others: at the highest dose activation, actives largely listed as activators; note: potency is the fitted concentration of half-maximal effect; nearly all actives have a fitted effect of over 55% in size; some results filed as inactive show a strong effect at the top dose; inactives centre near -15; many of its hits are not listed in these tables
# Target sequence (Q03431 whole entry, looked up): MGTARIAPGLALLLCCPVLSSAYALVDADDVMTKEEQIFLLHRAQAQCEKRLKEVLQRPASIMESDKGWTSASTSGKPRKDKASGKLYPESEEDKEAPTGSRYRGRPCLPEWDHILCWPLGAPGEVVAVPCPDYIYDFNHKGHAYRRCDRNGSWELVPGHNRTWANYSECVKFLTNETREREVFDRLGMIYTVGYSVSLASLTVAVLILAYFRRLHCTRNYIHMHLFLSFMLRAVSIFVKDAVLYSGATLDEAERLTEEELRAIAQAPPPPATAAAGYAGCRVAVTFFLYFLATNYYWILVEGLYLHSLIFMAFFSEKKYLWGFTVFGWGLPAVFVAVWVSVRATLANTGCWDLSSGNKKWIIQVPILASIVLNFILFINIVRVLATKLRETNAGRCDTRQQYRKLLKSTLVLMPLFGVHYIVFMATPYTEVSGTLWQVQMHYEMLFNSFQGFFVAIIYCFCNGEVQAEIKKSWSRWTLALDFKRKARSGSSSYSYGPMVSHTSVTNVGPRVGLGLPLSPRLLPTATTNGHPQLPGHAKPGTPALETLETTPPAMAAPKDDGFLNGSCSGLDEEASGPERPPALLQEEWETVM
#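 HEK-293-derived GP2 cells expressing PTHR1 and a GloSensor cAMP reporter, 3,000/well, plated overnight, given luciferin plus IBMX (each 0.5 mM as added) for 1 h at 37 °C, then compound for 1 h at 37 °C. Luminescence was read after 15 min at room temperature.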
# D3 ag = agonists of human D3 dopamine receptor | AID 652048 | actives 0.58% (n = 410,000) | D3R DiscoveRx beta-arrestin cells, luminescence, 90 min | max activation, % | P35462; in the data active = max activation above about 30%; note: 0% is about no effect; mostly tested at two doses, the higher about 12 µM
# Target sequence (P35462 whole entry, looked up): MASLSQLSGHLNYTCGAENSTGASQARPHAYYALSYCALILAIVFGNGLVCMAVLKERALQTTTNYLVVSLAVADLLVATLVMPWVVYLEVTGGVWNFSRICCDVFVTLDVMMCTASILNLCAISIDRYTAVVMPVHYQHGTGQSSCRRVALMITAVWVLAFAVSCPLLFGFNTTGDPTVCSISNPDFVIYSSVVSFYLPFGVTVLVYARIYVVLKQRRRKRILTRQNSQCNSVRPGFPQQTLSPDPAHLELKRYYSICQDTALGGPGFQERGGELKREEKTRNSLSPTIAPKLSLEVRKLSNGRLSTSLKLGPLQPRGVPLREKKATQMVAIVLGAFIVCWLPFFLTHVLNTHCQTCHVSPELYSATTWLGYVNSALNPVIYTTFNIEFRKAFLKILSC
#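 Agonist-mode cell screen: cells plated at 1500/well and incubated overnight at 37 °C, then exposed to library compounds for 90 min at 37 °C. Detection reagent was added for 30–60 min at room temperature, and luminescence was read.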
# GLP1R cytotox = cytotoxicity in counter-screen for GLP-1R inverse agonists; HEK293 cAMP-luciferase reporter cells, luminescence, 24 h; Potency, µM (doses to about 38.3 µM), for inactives: top-dose activity change, negative = inhibition, usual class: inhibitors; actives 0.13% (n = 410,000); AID 624418;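 note: loss of luciferase light is scored as toxicity; potency is the fitted concentration of half-maximal effect; % is set by controls: 0 for no effect and ±100 for the full control effect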
#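 Seeding density was 200 cells/uL; after overnight-length (12 h) culture, 23 nL compounds went on for 24 h at 37 °C. Readout used a luciferase detection reagent, luminescence taken after 12 min at room temperature.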
# DRD3 antagonist = D3 dopamine receptor (human) antagonism | P35462 | D3R cells, DiscoveRx beta-arrestin luminescence, antagonist mode; stronger effect = lower value | max response, negative = inhibition, % | actives 2.5% (n = 360,000) | AID 652054; in the data active = max response below about -50%; inconclusive = no clear call, values can overlap the other calls; note: % is set by controls: 0 for no effect and ±100 for the full control effect; mostly tested at two doses, the higher about 12 µM
#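 Cells expressing the human receptor were seeded at 1500 cells/well, incubated overnight at 37 degrees C in 5% CO2, then exposed to library compounds with dopamine controls for 90 minutes at 37 degrees C before luminescent detection.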
# * hit, by the source's call; i = inactive; ? = inconclusive; . = not tested or not shown; [ ] = another dose, or the depositor's remark. Unless noted, calls come from the whole dose curve; as a rule, active = well fitted curve in the direction sought with a large enough effect; inconclusive = small, poorly fitted or top-dose-only effect, or another doubt; inactive = no such curve, though single readings can be large; an effect the other way counts as inactive or inconclusive. These rows are one share of the data, so the mix of outcomes need not match the whole.
SMILES,aSyn yeast inh,TDP-43 yeast inh,GLP1R ag,GLP1R inv ag,KB-V1 cytotox,PTHR1 agonist,D3 ag,GLP1R cytotox,DRD3 antagonist
Cc1nc(C(=O)NCC(=O)c2ccccc2)c(C(F)(F)F)o1,1%,-15%,0%,28%,10%,i,-12,3%,-59*
CC(C)=CCC/C(C)=C/CNC(=O)C[C@H]1C[C@H](C(=O)N2CCOCC2)[C@@]2(CCC3CCCC3)c3[nH]c4cc(-c5ccco5)ccc4c3CCN2C1=O,1%,20%,-3%,?,0%,i,-30,-4%,-28
Cc1ccc(C(=O)NNC(=O)CCOc2cccc(C)c2)cc1,3%,-7%,-13%,0%,0%,-10%,-1,-12%,1
Cc1nc2nc(SCC(=O)NCCc3ccc(Cl)cc3)nn2c(C)c1Cc1ccccc1Cl,.,?,.,-15%,.,-7%,-16,1%,.
CCn1cc(CNC(=S)Nc2cccc3ccccc23)cn1,-4%,26%,3%,10%,6%,-12%,-9,15%,-17
CC1(C)CC(=O)C(=Cc2cn(-c3ccccc3)nc2-c2ccc(Cl)cc2)C(=O)C1,0%,-12%,0%,23%,-17%,i,-2,0%,-29
O=C(O)CCN1C(=O)/C(=C/c2cn(-c3ccccc3)nc2-c2cccs2)SC1=S,-2%,-19%,-2%,48%[activator],-3%,-17%,-18,7%,-23
O=C(c1nc2ccccn2c1CNCCn1ccc2ccccc21)N1CCOCC1,1%,1%,13%,1%,12%,-7%,-1,-4%,-9
CCC(NC(=O)NC1=NCCS1)(C(F)(F)F)C(F)(F)F,-1%,-3%,-9%,0%,1%,-16%,1,-4%,6
CCn1c2ccccc2c2cc(CN3CCN(Cc4cccc(Cl)c4)CC3)ccc21,.,6%,.,-26%,.,-6%,-17,-5%,.
CCN(CC)C(=O)[C@H]1CC(CC(=O)NCc2ccco2)C(=O)N2CCc3c([nH]c4ccccc34)[C@]12C (stereo partly specified),9%,2%,-3%,0%,0%,-19%,-26,3%,-3
CC1CN(C(=O)CSc2nnc(-c3cccs3)n2N)CC(C)O1 (stereo unspecified),5%,23%,-3%,5%,7%,-18%,9,-8%,19
CCCCC1=CC2=C(c3ccco3)C(=O)C(C)(OC(=O)c3ccc(OC)cc3)C(=O)C2=CN1C1CCCCC1 (stereo unspecified),0%,-3%,-2%,?,14%,-1%,-39,-28%,-91*
CCNC(=O)c1sc(=S)n(-c2ccc(C)cc2)c1N,-12%,7%,6%,0%,?,i,3,-8%,22
CC(C)Oc1ccc(/C(O)=C2/C(=O)C(=O)N(CCN(C)C)C2c2cccs2)cc1 (stereo unspecified),1%,37%,2%,8%,13%,i,0,-6%,-4
Cc1nn(CC(=O)NCc2ccc(-n3cccn3)cc2)c(C)c1[N+](=O)[O-],4%,0%,-1%,-2%,-2%,-7%,-16,-14%,-9
Cc1nc2ncnn2c(C)c1CCC(=O)NC(C)CCc1ccco1 (stereo unspecified),.,1%,-8%,2%,3%,-21%,-3,-2%,16
O=C(/C=C/c1ccc2c(c1)OCO2)N1CCCCC1,-1%,?,-5%,2%,-15%,i,-3,10%,0
COC(=O)COc1ccc(-c2ccccc2)cc1C=O,-26%,-60%[inhibitor],23%,3%,10%,13%,-15,0%,-22
Cc1cc2ncn(CC(O)COc3cccc(C(=O)O)c3)c2cc1C (stereo unspecified),-1%,9%,1%,-3%,0%,24%[57.5 µM],0,1%,3
O=C(Cc1ccccc1)N/N=C/C=C/c1ccccc1[N+](=O)[O-],7%,11%,12%,12%,-21%,i,-15,17%,-3
CC1=C(C(=O)N(C)C)CC(CC(=O)NC2CCCCC2)C(=O)N1Cc1ccc(F)cc1 (stereo unspecified),-1%,-1%,3%,11%,?,-20%,-12,1%,-14
CC(C)NC(=O)CSc1nc(Cc2cccs2)nc2ccccc12,?,-21%,9%,1%,0%,14%[57.5 µM],-11,-6%,-25
O=C(COc1cccc2c1CCNC2=O)Nc1ccc(Cl)cc1,1%,6%,8%,26%,2%,?,-23,9%,-22
COCCNC(=O)C(c1ccc(OC)cc1)N(CCOC)C(=O)CCC(=O)Nc1nccs1 (stereo unspecified),0%,-22%,8%,-2%,16%,-3%,-7,-12%,-1

# 3 entries from above, reformatted:
# Every second line gives: aSyn yeast inh | TDP-43 yeast inh | GLP1R ag | GLP1R inv ag | KB-V1 cytotox | PTHR1 agonist | D3 ag | GLP1R cytotox | DRD3 antagonist
- Cc1nn(CC(=O)NCc2ccc(-n3cccn3)cc2)c(C)c1[N+](=O)[O-]
→ 4% | 0% | -1% | -2% | -2% | -7% | -16 | -14% | -9
- Cc1nc2ncnn2c(C)c1CCC(=O)NC(C)CCc1ccco1 (stereo unspecified)
→ . | 1% | -8% | 2% | 3% | -21% | -3 | -2% | 16
- O=C(/C=C/c1ccc2c(c1)OCO2)N1CCCCC1
→ -1% | ? | -5% | 2% | -15% | i | -3 | 10% | 0

# Next section.
SMILES,aSyn yeast inh,TDP-43 yeast inh,GLP1R ag,GLP1R inv ag,KB-V1 cytotox,PTHR1 agonist,D3 ag,GLP1R cytotox,DRD3 antagonist
Cc1ccc(N2CC(C(=O)Nc3ccc(S(=O)(=O)NCC4CCCO4)cc3)CC2=O)cc1 (stereo unspecified),-4%,-8%,-18%,-18%,.,-19%,-4,-6%,20
COc1ccc(-c2ccc(/C=C3\C(=O)N(c4ccccc4)N=C3c3ccccc3)o2)c([N+](=O)[O-])c1,-3%,-7%,-10%,-11%,12%,-28%,0,?,9
CCCc1cc(C(=O)N2CCCC(Nc3ccc(C)c(C)c3)C2)n(C)n1 (stereo unspecified),-1%,-13%,8%,?,?,i,-3,-2%,18
O=C(CN(c1ccc(F)cc1)S(=O)(=O)c1ccc2c(c1)OCCO2)NCc1cccnc1,3%,6%,-4%,10%,-19%,-1%[57.5 µM],5,-15%,1
O=[N+]([O-])c1cc(Br)c(O)c(C=Nc2ccc(N3CCOCC3)cc2)c1,-21%,-2%,5%,-5%,0%,-9%,-21,-21%,?
CCCCN(C=O)c1c(CC)nc2c(OCc3cc(Cl)cc(Cl)c3)cccn12,28%,4%,0%,-68%,?,-92%[inhibitor],6,22%,?
O=C(NC1CC1)c1cccc(S(=O)(=O)N2CCOCC2)c1,-8%,-7%,-5%,12%,-8%,-11%,0,11%,-8
C=CCNC(=O)c1ccccc1SCc1c(C)noc1C,1%,-4%,1%,8%,-5%,i,3,-1%,1
COc1ccc(N(CCC(=O)Nc2ccccc2F)S(=O)(=O)c2ccc(C)cc2C)cc1,11%,-8%,5%,10µM*,-25%,-10%,-1,-1%,3
O=C(NNC(=O)c1ccncc1)c1ccccc1,-1%,0%,-4%,4%,-4%,-2%,2,-7%,12
Cc1csc2nc(SCC(=O)N3CCN(c4ccccc4)CC3)[nH]c(=O)c12,5%,9%,14%,21%,-5%,-23%,-13,4%,-4
COc1ccc(NC(=O)CSc2nc(NS(=O)(=O)c3ccc(C)cc3)cc(=O)[nH]2)cc1,-4%,11%,6%,5%,3.7µM*,-18%[57.5 µM],3,-9%,16
COc1ccc(C[C@H]2CN3C(=NC[C@@H]3C(C)C)N2CCNC(=O)CCC2CCCCC2)cc1,3%,20%,5%,?,2%,i,-64,-9%,?
CCCCCN(C(=O)CCC(=O)OCC(=O)c1cccc(OC)c1)c1c(N)n(CCCC)c(=O)[nH]c1=O,2%,-15%,-1%,12%,0%,i,2,-1%,-4
O=C(c1ccc2c(c1)OCO2)N1CCN(c2ccc(C(F)(F)F)cn2)CC1,-1%,2%,1%,-17%,-4%,-23%,4,-4%,22
O=CN1N=C(c2ccccc2)CC1c1ccccc1[N+](=O)[O-] (stereo unspecified),4%,18%,0%,12%,-12%,i,11,-13%,2
Cc1nc2ccccc2n1CC(O)c1ccccc1 (stereo unspecified),-9%,-3%,9%,2%,0%,i,1,-11%,-1
O=C(N/N=C/c1ccc(F)cc1)c1ccccc1,2%,16%,8%,-6%,0%,-8%,3,4%,7
CC(=O)c1ccc(NC(=O)Cn2cc(S(=O)(=O)Cc3cccc(Cl)c3)c3ccccc32)cc1,.,8%,.,10µM*,-6%,-38%[inhibitor],-8,?,.
O=S(=O)(NC1CCCCC1N1CCC(O)CC1)c1ccccc1 (stereo unspecified),-5%,-7%,-1%,30%[activator],0%,i,1,5%,4
O=C(CN1C(=O)/C(=C\c2ccc(F)cc2)Oc2ccccc21)N1CCN(c2ccccn2)CC1,-5%,22%,1%,0%,7.3µM*,-2%,4,4%,43
CC(C)c1cc(CNC(=O)CCc2nnc(CCCCc3ccccc3)o2)on1,2%,-5%,2%,?,?,i,-3,-7%,6
Cc1ccc(NC2=C(NCCO)C(=O)c3ccccc3C2=O)cc1,13%,26%,2%,-9%,-25%,-12%,0,10%,-12
O=C(CN1CCCCC1)Nc1ccc(S(=O)(=O)N2CCCCCC2)cc1,-4%,-18%,0%,-11%,-15%,i,-1,13%,-19
CCC1(C)Cc2nc3[nH]c(=S)n(-c4ccc(C)cc4)c(=O)c3cc2CO1 (stereo unspecified),3%,8%,2%,2%,-3%,i,2,-8%,6
COc1ccccc1NC(=O)Cc1noc(CSc2nnc(C)s2)n1,11%,11%,13%,4%,?,i,1,-14%,13
CCOC1=C2CN(S(=O)(=O)c3ccc(C)cc3)[C@H](c3cccc(Cl)c3)C[C@@H]2N(S(=O)(=O)c2ccccc2[N+](=O)[O-])[C@H](c2ccccc2)C1,-6%,19%,-5%,20%,14%,-16%,9,3%,3
CCOC(=O)c1c(NC(=O)C2=C(C)NC(=S)NC2c2ccc(F)cc2)sc(C)c1C (stereo unspecified),15%,0%,7%,?,?,-1%,-7,-20%,5

# As entered above.
# In KB-V1 cytotox, `CC(C)NC(=O)CSc1nc(Cc2cccs2)nc2ccccc12` has the entry 0%
# In aSyn yeast inh, `Cc1ccc(NC2=C(NCCO)C(=O)c3ccccc3C2=O)cc1` has the entry 13%

# Source: PubChem
